Screens as filed in PubChem BioAssay.
PLC-gamma1 inh = PLC-gamma1 (human) inhibition, primary screen; P19174; purified PLC-gamma1, fluorogenic substrate, fluorescence; inhibition, % at 12.2 µM; 370,000 compounds, 0.84% hits; AID 720700; in the data active = inhibition above about 9.5%
ADAM17 inh = inhibits human ADAM17. P78536. recombinant ADAM17, EDANS/DABCYL FRET peptide cleavage. AID 720648. 370,000 compounds, 0.83% hits. inhibition, % at 6.95 µM;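 active = inhibition above the mean of compounds lying between control limits plus 3 SD, set per campaign, cut at about 8.5% in these data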;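 note: 0% = DMSO-only wells as the low control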
PLCb3 inh = PLC-beta3 (human) inhibition, primary screen; Q01970; Purified PLC-beta3, fluorogenic substrate, fluorescence; inhibition, % at 12.2 µM; 370,000 compounds, 0.18% hits; AID 720704; in the data active = inhibition above about 11%;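 note: 0% = median of compound wells on plate and 100% = full blocker control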
KLK7 zymogen act = activates the human kallikrein-7 zymogen | P49862 | purified proKLK7, EDANS-DABCYL substrate fluorescence; 100% is mature enzyme control, 0% vehicle | activation, % at 7 µM | 370,000 compounds, 0.9% hits;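 active = activation above the mean of all tested compounds plus 3 SD, computed per campaign excluding outliers beyond control limits, cut at about 13% in these data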
Target sequence (P49862 whole entry, looked up): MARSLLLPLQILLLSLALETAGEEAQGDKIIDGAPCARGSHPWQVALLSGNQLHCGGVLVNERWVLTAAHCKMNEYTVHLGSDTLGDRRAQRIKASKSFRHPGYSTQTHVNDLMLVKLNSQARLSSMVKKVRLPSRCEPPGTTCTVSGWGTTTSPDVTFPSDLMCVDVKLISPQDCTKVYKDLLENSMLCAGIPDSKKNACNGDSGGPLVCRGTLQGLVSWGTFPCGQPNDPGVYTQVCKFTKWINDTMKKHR
DDE Tn7 FP inh = disrupts Tn7 cyclic peptide binding to fibrin D-Dimer-E complex | 370,000 compounds, 0.13% hits | P02675 | AID 720508 | inhibition, % at 8.3 µM | FP displacement of FITC-Tn7 peptide from fibrin DD(E); 0% = median of compound wells per plate;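 active = inhibition above the mean of compounds falling within the control limits plus 3 SD of them, cut at about 14% in these data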;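 note: 0% = plate median of compound wells and 100% = 10 µM Aha-Tn7 peptide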
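Assay system: human fibrin DD(E) protein / Input: 2 µM fibrin DD(E) / Benchmarks: high control of 10 µM Aha-Tn7 peptide / Measured by: fluorescence polarization of the labelled Tn7 tracer / Medium: Tris buffer with calcium and detergent, pH 7.8 / Timing: 10 min compound pre-incubation, 3 h probe incubation at room temperature / Repeats: one replicate per compound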
DDE Tn6 FP inh = DD(E)-Tn6 binding inhibition, primary FP screen; Fibrin DD(E) TRITC-Tn6 fluorescence polarization displacement; inhibition, % at 8.3 µM; 370,000 compounds, 0.21% hits;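 active = inhibition above a per-campaign cutoff: mean of compounds within control limits plus 3 SD, cut at about 15% in these data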;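 note: 0% = median of all compound wells on the plate and 100% = blocking peptide control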
MBD2 inh = inhibitors of human MBD2 binding to methylated oligonucleotide | TR-FRET | inhibition, % at 4.4 µM | 370,000 compounds, 0.31% hits | AID 686964; in the data active = inhibition above about 13%
Target sequence (Q9UBB5 whole entry, looked up): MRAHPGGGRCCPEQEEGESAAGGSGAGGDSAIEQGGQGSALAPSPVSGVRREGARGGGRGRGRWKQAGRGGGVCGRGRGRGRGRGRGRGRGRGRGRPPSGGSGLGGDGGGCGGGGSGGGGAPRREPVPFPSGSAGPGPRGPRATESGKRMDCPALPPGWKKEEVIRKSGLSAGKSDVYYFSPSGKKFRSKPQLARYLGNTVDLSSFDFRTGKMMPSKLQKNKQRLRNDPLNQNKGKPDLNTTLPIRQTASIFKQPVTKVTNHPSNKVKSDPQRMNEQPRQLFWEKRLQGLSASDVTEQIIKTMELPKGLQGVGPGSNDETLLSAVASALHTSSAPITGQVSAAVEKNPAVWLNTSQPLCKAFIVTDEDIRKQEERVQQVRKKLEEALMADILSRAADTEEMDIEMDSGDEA
ARFGAP1 inh = inhibitors of rat ARFGAP1. inhibition, % at 16.5 µM. AID 651572. Arfgap1-stimulated ARF1 GTP hydrolysis, GDP FP detection. Q62848. 360,000 compounds, 0.26% hits;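 active = inhibition above a per-plate limit, mean inhibition of low control wells plus 3 SD, cut at about 25% in these data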;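 note: 0% = DMSO wells with enzyme and 100% = wells lacking Arfgap1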
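System: truncated rat Arfgap1 GAP domain / Benchmarks: high control wells lacking Arfgap1, low control full reaction with DMSO / Times: compound-enzyme preincubation 20 min, reaction 120 min, detection 60 min, 25 °C / Repeats: one replicate per compound / Also added: human ARF1(Δ1-17)-GTP substrate / Measured by: Tracer-displacement fluorescence polarization with EDTA stop, 620/688 nm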
ASAP1 inh = blocks human ASAP1-stimulated Arf1 GTP hydrolysis. Q9ULH1. GDP FP detection. inhibition, % at 16.5 µM. 360,000 compounds, 0.19% hits. AID 624377; in the data active = inhibition above about 25%;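 note: 0% = vehicle with enzyme and substrate and 100% = no enzyme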
Target sequence (Q9ULH1 325-724 limits assumed): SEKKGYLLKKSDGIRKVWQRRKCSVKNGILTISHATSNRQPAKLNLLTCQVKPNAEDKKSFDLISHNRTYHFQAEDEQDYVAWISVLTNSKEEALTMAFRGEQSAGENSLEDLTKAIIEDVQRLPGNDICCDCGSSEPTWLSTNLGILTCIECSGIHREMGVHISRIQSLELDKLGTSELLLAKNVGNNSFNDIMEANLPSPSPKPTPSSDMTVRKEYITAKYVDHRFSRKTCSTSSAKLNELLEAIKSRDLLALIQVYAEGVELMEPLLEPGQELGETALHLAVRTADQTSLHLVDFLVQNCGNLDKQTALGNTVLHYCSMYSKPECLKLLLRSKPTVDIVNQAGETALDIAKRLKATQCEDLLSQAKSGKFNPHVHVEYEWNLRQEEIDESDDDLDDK
UHRF1 binding = blocks human UHRF1 binding to methylated DNA | UHRF1 binding to methylated oligo, TR-FRET | inhibition, % at 4.4 µM | 370,000 compounds, 0.75% hits; in the data active = inhibition above about 21%;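 note: UHRF1 SRA domain binding a hemimethylated CpG hairpin DNA probe; 0% = median of test compound wells and 100% = reference inhibitor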
* marks the source's active call; other numbers are inactive results; i = inactive.

1) O=C(Nc1ccc(-c2nc3ccc(NC(=O)c4cccs4)cc3[nH]2)cc1)c1cccs1
2) Cc1c(C)c(C)c(S(=O)(=O)N2CCNCC2)c(C)c1C
3) Cc1ccc(CNC(=O)C2CCCN(Cc3cnn(-c4ccccc4)c3-n3cccc3)C2)cc1 (stereo unspecified)
4) COc1cc(C)c(S(=O)(=O)NCc2ccc3c(c2)OCO3)cc1C
5) COC(=O)c1ccccc1NC(=O)CN(c1c(C)cccc1C)S(C)(=O)=O
6) CCOc1ccc(CCNC(=O)CN(C)S(=O)(=O)c2ccc3c(c2)CCC(=O)N3)cc1OCC
7) COc1ccc(/C(N)=N/OC(=O)Cc2ccc(C)cc2)cc1
8) COc1ccc(CNC(=O)COc2ccc(Br)c(C)c2)cc1
9) COc1ccc(N(C(=O)CCC(=O)Nc2cc(C)on2)C(C(=O)NC2CCCC2)c2ccco2)cc1 (stereo unspecified)
10) CCCc1cc(=O)[nH]c2nnc(SCC(=O)N3CC(C)OC(C)C3)n12 (stereo unspecified)

compound no. | 1 | 2 | 3 | 4 | 5 | 6 | 7 | 8 | 9 | 10
PLC-gamma1 inh | i | 0 | 0 | 3 | -3 | 2 | 1 | -2 | 1 | -2
ADAM17 inh | -22 | 0 | -3 | -2 | -2 | -1 | 0 | -3 | -5 | -1
PLCb3 inh | i | -1 | 2 | -1 | -8 | 4 | 1 | -6 | -1 | -6
KLK7 zymogen act | -33 | 0.7 | 0.0 | -0.4 | 0.4 | -0.6 | 0.2 | -0.4 | 0.1 | -0.6
DDE Tn7 FP inh | -9 | -5 | 5 | 3 | 0 | -4 | -5 | 8 | 3 | 7
DDE Tn6 FP inh | -8 | -2 | 7 | -8 | -5 | 0 | 1 | 2 | -1 | 12
MBD2 inh | 6 | -4 | -2 | 0 | -4 | -6 | -3 | -4 | -3 | 1
ARFGAP1 inh | 73* | -4 | -13 | 11 | 7 | 5 | 14 | -1 | 4 | -19
ASAP1 inh | 37* | 0 | -1 | 3 | 9 | -2 | 23 | -20 | -8 | -12
UHRF1 binding | 3 | -1 | 0 | -2 | 3 | -1 | -4 | -2 | 2 | -1

11) O=C(CSc1nnc(-c2ccc(F)cc2)o1)Nc1ccc(S(=O)(=O)N2CCCC2)cc1
12) O=C(Nc1csnn1)c1csnn1
13) O=C(COc1cc(F)ccc1[N+](=O)[O-])NCCN1C(=O)CSC1=O
14) COc1ccc(CCNC(=O)c2cc(C)oc2C)cc1OC
15) COc1ccc(C(=O)Nc2nc(-c3ccc(S(=O)(=O)N4CCOCC4)cc3)cs2)cc1
16) CCN(CC)c1ccc(NC(=O)c2cc3c(OC)cccc3[nH]2)cc1
17) Cc1cccc(-c2nsc(SCC(=O)Nc3ccc4c(c3)OCO4)n2)c1
18) O=C(CC1C(=O)NCCN1Cc1c(F)cccc1Cl)NCCCOc1cccnc1 (stereo unspecified)
19) Cc1cccc(OCc2nnc(SC(C)C(=O)O)n2Cc2ccccc2)c1 (stereo unspecified)
20) COc1ccc(N2CCN(C(c3nnnn3C3CCCC3)C(C)C)CC2)cc1 (stereo unspecified)

compound no. | 11 | 12 | 13 | 14 | 15 | 16 | 17 | 18 | 19 | 20
PLC-gamma1 inh | 5 | -1 | 2 | -2 | -29 | -79 | 3 | -3 | -2 | 1
ADAM17 inh | 7 | -4 | -3 | -4 | 3 | 17* | 5 | -3 | 2 | 0
PLCb3 inh | 5 | -8 | 3 | -6 | -42 | -115 | 3 | -5 | 1 | -3
KLK7 zymogen act | -0.5 | 0.5 | -0.1 | 0.1 | -4.2 | 0.8 | -0.1 | 0.7 | 0.5 | 0.0
DDE Tn7 FP inh | -3 | 0 | 2 | 2 | 6 | 8 | -7 | 1 | -1 | -3
DDE Tn6 FP inh | 4 | -10 | 1 | 6 | -1 | -12 | 0 | 3 | 1 | 5
MBD2 inh | 2 | 7 | -7 | 0 | -3 | -7 | -1 | -7 | -1 | 2
ARFGAP1 inh | 5 | 3 | -2 | -9 | 5 | 5 | 2 | -2 | -2 | -2
ASAP1 inh | -2 | -2 | 10 | 2 | 11 | -3 | -3 | -3 | -4 | 4
UHRF1 binding | 19 | 8 | 1 | 2 | 0 | -2 | -3 | -5 | 0 | -1

21) CCN(CC)C(=O)N1CCN(S(=O)(=O)c2c(C)cc(C)cc2C)CC1
22) O=C(CSc1nnc(-c2cccnc2)o1)Nc1ccc(Cl)cc1
23) COC(=O)C[C@@H]1C[C@H]2c3cc(NS(C)(=O)=O)ccc3O[C@H]2[C@H](CO)O1
24) COc1ccc(NC(=S)N(CCC(C)C)C2CCN(C(C)=O)CC2)cc1
25) COC(=O)c1ccc[n+](CC(=O)Nc2ccc(OC(F)F)cc2)c1
26) CCOC(=O)/C(=C/c1cn(C)c2ccccc12)NC(=O)c1ccccc1
27) CCOc1ccc(NC(=O)CN(C)C(=O)c2cc(S(=O)(=O)N3CCCCC3)ccc2C)cc1OCC
28) Cc1cccc(/C=N\NC(=O)c2ccccc2-n2cccc2)c1
29) CC(C)=NOc1nc(N(C)C)nc(N(C)C)n1
30) Cn1c(Sc2ccc(C(F)(F)F)cc2[N+](=O)[O-])nnc1-c1ccccc1

compound no. | 21 | 22 | 23 | 24 | 25 | 26 | 27 | 28 | 29 | 30
PLC-gamma1 inh | 1 | 4 | -3 | 1 | 0 | 0 | 1 | 4 | 6 | 2
ADAM17 inh | -1 | -4 | 0 | 4 | 1 | -1 | 2 | 2 | -1 | 2
PLCb3 inh | 1 | 0 | 0 | -4 | -1 | -7 | -2 | -7 | 2 | 3
KLK7 zymogen act | 0.9 | 0.2 | -0.3 | 0.5 | -0.7 | 0.2 | 0.2 | -0.2 | 0.1 | 0.4
DDE Tn7 FP inh | 2 | -4 | -5 | 4 | -5 | 7 | -6 | -7 | -4 | -8
DDE Tn6 FP inh | 1 | -4 | 11 | 1 | 3 | 6 | 0 | 0 | 0 | -3
MBD2 inh | 5 | 2 | 0 | 4 | -2 | -1 | 1 | 6 | 2 | 2
ARFGAP1 inh | -2 | 7 | 14 | 5 | -3 | 2 | -4 | -3 | 8 | -14
ASAP1 inh | -9 | 7 | 2 | -6 | -3 | -18 | 3 | -3 | 10 | 2
UHRF1 binding | 2 | -2 | 2 | 1 | 0 | -4 | 4 | 6 | 1 | -3

31) CCn1c(=O)cc(N2CCN(Cc3ccccc3)CC2)[nH]c1=O
32) NNC(=O)/C(=C\c1cccs1)NC(=O)c1ccccc1
33) C/C(=N\NC(=S)NCCc1ccccc1)c1cccs1
34) COc1cccc(CN(C)C(=O)CNC(=O)c2cccs2)c1OC
35) Cc1cccc(S(=O)(=O)N(C)C[C@@H]2OCc3cnnn3CCCC(=O)N([C@H](C)CO)C[C@H]2C)c1
36) O=C1NC(=O)C(CC(=O)N(Cc2cccs2)C2(C(=O)NC3CCCCC3)CCCCC2)N1 (stereo unspecified)
37) CCCCN(C)C(=O)C1CCC(=O)N(c2cc(OC)c(OC)c(OC)c2)C1c1ccc(OC)cc1 (stereo unspecified)
38) COc1ccc2oc(C(=O)OCC(=O)N(Cc3ccccc3)C(C)(C)C)c(C)c2c1
39) CC(C)Cn1c(N)c(C(=O)COC(=O)[C@H](C)NC(=O)c2ccccc2Cl)c(=O)n(C)c1=O
40) Nc1nnc(SCn2nnc3ccccc3c2=O)s1

compound no. | 31 | 32 | 33 | 34 | 35 | 36 | 37 | 38 | 39 | 40
PLC-gamma1 inh | -3 | -9 | -7 | 0 | -2 | -1 | 4 | -9 | 0 | 1
ADAM17 inh | -4 | 0 | 6 | -2 | -4 | -6 | -2 | -5 | -1 | -1
PLCb3 inh | 0 | -7 | -15 | -5 | 2 | 1 | 5 | -17 | 2 | 3
KLK7 zymogen act | 0.4 | -0.5 | -1.4 | -0.2 | 0.1 | -0.4 | 0.1 | -2.0 | 0.3 | -0.3
DDE Tn7 FP inh | 2 | -4 | 0 | 2 | 0 | 1 | -3 | 5 | -2 | -5
DDE Tn6 FP inh | -7 | -2 | -3 | 3 | 4 | 0 | 0 | -2 | 2 | -4
MBD2 inh | 4 | 0 | 4 | -1 | 5 | 5 | -2 | 2 | -3 | -2
ARFGAP1 inh | 14 | -10 | 6 | -18 | 9 | 13 | -10 | -10 | -4 | -7
ASAP1 inh | -7 | 1 | 9 | 11 | 6 | -4 | 0 | -7 | -16 | -8
UHRF1 binding | 2 | -2 | 0 | -2 | 3 | 0 | 4 | -7 | -2 | -2

Ordered by the number under KLK7 zymogen act (high to low): some entries from above
39) CC(C)Cn1c(N)c(C(=O)COC(=O)[C@H](C)NC(=O)c2ccccc2Cl)c(=O)n(C)c1=O
34) COc1cccc(CN(C)C(=O)CNC(=O)c2cccs2)c1OC
40) Nc1nnc(SCn2nnc3ccccc3c2=O)s1
32) NNC(=O)/C(=C\c1cccs1)NC(=O)c1ccccc1
38) COc1ccc2oc(C(=O)OCC(=O)N(Cc3ccccc3)C(C)(C)C)c(C)c2c1

compound no. | 39 | 34 | 40 | 32 | 38
PLC-gamma1 inh | 0 | 0 | 1 | -9 | -9
ADAM17 inh | -1 | -2 | -1 | 0 | -5
PLCb3 inh | 2 | -5 | 3 | -7 | -17
KLK7 zymogen act | 0.3 | -0.2 | -0.3 | -0.5 | -2.0
DDE Tn7 FP inh | -2 | 2 | -5 | -4 | 5
DDE Tn6 FP inh | 2 | 3 | -4 | -2 | -2
MBD2 inh | -3 | -1 | -2 | 0 | 2
ARFGAP1 inh | -4 | -18 | -7 | -10 | -10
ASAP1 inh | -16 | 11 | -8 | 1 | -7
UHRF1 binding | -2 | -2 | -2 | -2 | -7

Remaining list, next part:
41) Cc1ccc(COC(=O)c2ccc3ccccc3n2)cc1
42) COc1ccc(/C(C)=N/NC(=O)c2cc(C)[nH]n2)c(OC)c1
43) O=C(CSc1nc2ccsc2c(=O)n1CC1CCC(C(=O)O)CC1)NCCc1ccc(Cl)cc1 (stereo unspecified)
44) CCCN1CCc2c(sc(NC(=O)Cc3ccc(F)cc3)c2C(N)=O)C1
45) CCN(CC(=O)Nc1ccccc1OC)C(=O)CSCC(=O)Nc1ccc(OC)cc1

compound no. | 41 | 42 | 43 | 44 | 45
PLC-gamma1 inh | -3 | -2 | 1 | -7 | -1
ADAM17 inh | 2 | -3 | -6 | -7 | 1
PLCb3 inh | -8 | -13 | -11 | -8 | -2
KLK7 zymogen act | 0.5 | 0.0 | 0.7 | -0.9 | -0.3
DDE Tn7 FP inh | 7 | -1 | 4 | 2 | -6
DDE Tn6 FP inh | -2 | 11 | 3 | 9 | -6
MBD2 inh | 1 | -1 | 0 | -2 | -2
ARFGAP1 inh | 0 | 2 | 12 | 1 | 3
ASAP1 inh | 2 | -4 | -10 | 5 | 6
UHRF1 binding | 0 | -2 | 6 | -1 | 1
